# Anthrax LF prot = anthrax lethal factor protease inhibition; actives 0.12% (n = 360,000); AID 588501; inhibition, % at 10 µM; multiplex microsphere protease cleavage assay, LF; note: plate controls were buffer without enzyme for full effect and enzyme alone for no effect
# BoNT A protease = BoNT A light chain protease inhibition; multiplex microsphere protease substrate cleavage, flow cytometry; inhibition, % at 10 µM; actives 0.17% (n = 360,000); AID 588499; note: plate controls were buffer without enzyme for full effect and enzyme alone for no effect
# SARS 3CLpro inh = SARS-CoV 3CLpro protease inhibition; P0C6X7; actives 0.14% (n = 290,000); AID 1706; inhibition, % at 6 µM; recombinant SARS-CoV 3CLpro, quenched FRET peptide cleavage; in the data active = inhibition above about 12%
# PriA SSB inh = K. pneumoniae PriA-SSBct interaction inhibition; actives 0.6% (n = 430,000); AID 1272365; inhibition, % at 33 µM; AlphaScreen SSBct-PriA binding, biotinylated peptide; in the data active = inhibition mostly above about 37%, no sharp cut-off; inactive = mostly below about 20%;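 note: plate controls were negative control peptide for no effect and reference peptide for full effect; strong numbers were not always called active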
# PfHsp40 rescue = rescue of PfHsp40-mediated yeast toxicity. S. cerevisiae expressing PfHsp40, growth rescue, ATP luminescence. growth rescue, % at 12.5 µM. actives 0.68% (n = 340,000). AID 504582; in the data active = growth rescue above about 28%, passing the limit was not always enough; inconclusive = no clear call, values can overlap the other calls;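 note: yeast W303a lacking pdr1 and pdr3 grown in galactose medium; growth measured after three days at 30 °C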
# CCHF vOTU inh = CCHFV vOTU protease inhibition; Pep-AMC fluorescence; inhibition, % at 11.5 µM; actives 0.55% (n = 370,000); AID 651958; in the data active = inhibition above about 30%; note: 0% = vehicle wells with enzyme and 100% = no enzyme wells
# DUSP3 inh = DUSP3 (human) phosphatase inhibition; P51452; recombinant VHR phosphatase, pNPP absorbance; inhibition, % at 13.3 µM; actives 0.52% (n = 290,000); in the data active = inhibition above about 50%; note: some compounds called inactive have numbers as strong as hits
# BH1578 lux ind = quorum light induction in luxS cqsA deficient V. cholerae. activation, % at 18.7 µM. actives 0.16% (n = 350,000). AID 588436. V. cholerae BH1578 lux reporter, luminescence, 6 h; in the data active = activation mostly above about 9.7%, no sharp cut-off; inconclusive = no clear call, values can overlap the other calls; inactive = mostly below about 3.7%; note: not every result past the cut was called active; inactives centre near 0; reference of the scale not given here
# TcdB GH inh = inhibitors of Clostridioides difficile toxin B glycohydrolase; P18177; TcdB glycohydrolase enzymatic assay, plate reader; inhibition, % at 9.99 µM; actives 0.24% (n = 350,000); AID 652162; in the data active = inhibition above about 10%
# Target sequence (P18177 whole entry, looked up): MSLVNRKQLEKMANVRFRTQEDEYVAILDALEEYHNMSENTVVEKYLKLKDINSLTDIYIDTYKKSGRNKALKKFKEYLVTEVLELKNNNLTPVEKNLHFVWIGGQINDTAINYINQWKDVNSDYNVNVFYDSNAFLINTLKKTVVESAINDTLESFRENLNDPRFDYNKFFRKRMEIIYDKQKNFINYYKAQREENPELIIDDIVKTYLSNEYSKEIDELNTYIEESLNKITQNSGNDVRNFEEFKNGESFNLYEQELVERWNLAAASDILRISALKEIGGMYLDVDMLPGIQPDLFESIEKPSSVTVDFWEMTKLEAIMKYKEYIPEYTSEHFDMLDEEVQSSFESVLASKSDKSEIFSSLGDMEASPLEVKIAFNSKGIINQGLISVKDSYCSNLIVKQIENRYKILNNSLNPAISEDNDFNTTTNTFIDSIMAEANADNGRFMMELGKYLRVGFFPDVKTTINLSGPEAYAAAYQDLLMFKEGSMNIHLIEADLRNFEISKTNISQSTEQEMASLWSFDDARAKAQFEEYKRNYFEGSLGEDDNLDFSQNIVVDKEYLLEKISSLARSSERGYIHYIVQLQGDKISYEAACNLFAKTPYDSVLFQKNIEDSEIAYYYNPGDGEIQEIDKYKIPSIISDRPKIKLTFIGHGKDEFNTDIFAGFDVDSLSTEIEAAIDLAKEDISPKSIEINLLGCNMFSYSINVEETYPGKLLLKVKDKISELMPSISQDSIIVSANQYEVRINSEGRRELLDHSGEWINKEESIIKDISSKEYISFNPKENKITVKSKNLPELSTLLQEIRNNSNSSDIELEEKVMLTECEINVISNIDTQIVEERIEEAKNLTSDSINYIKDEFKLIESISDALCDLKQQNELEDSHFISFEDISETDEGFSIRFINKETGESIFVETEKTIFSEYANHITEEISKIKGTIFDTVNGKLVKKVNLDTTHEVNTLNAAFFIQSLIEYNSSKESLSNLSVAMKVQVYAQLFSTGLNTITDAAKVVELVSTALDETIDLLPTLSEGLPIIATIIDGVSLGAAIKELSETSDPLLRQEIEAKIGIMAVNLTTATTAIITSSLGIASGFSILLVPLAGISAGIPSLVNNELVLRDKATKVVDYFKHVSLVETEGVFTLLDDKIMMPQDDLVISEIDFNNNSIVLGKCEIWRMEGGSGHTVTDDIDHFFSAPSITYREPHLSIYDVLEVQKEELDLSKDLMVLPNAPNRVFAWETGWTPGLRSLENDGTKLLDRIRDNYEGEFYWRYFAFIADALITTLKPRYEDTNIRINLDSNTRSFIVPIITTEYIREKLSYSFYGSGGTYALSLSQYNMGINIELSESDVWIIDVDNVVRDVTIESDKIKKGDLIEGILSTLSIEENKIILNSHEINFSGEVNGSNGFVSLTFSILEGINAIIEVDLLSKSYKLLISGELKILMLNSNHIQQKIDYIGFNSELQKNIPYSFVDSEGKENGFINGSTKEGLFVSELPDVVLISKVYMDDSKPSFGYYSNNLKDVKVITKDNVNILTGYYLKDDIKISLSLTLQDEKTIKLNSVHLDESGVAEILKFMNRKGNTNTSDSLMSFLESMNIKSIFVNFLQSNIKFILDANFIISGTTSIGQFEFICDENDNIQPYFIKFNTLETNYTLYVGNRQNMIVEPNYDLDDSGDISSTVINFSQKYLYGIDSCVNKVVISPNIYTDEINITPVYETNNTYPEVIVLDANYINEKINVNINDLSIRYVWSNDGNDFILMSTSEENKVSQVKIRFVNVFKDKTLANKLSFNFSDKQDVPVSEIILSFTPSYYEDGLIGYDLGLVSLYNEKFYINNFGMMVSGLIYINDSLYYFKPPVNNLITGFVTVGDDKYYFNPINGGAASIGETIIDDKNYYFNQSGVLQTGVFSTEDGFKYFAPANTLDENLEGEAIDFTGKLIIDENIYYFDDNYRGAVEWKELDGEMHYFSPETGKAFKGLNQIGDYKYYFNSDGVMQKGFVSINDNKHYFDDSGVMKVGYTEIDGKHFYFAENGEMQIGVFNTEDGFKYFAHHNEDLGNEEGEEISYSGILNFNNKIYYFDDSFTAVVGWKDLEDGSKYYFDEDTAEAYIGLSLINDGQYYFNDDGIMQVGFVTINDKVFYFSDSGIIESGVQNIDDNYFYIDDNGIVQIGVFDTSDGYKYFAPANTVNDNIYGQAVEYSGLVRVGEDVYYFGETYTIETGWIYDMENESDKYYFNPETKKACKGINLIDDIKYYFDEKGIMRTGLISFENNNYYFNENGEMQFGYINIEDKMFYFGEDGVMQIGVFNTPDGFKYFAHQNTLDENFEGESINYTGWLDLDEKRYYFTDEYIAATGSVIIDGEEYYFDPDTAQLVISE
# Y pestis TopoI = blocks Yersinia pestis topoisomerase I activity. actives 0.064% (n = 360,000). Y. pestis Topo-I cleavage product accumulation, plate reader. activity, % at 10 µM; in the data active = activity above about 50%, passing the limit was not always enough; inconclusive = no clear call, values can overlap the other calls; note: inactives centre near 2
# Numbers without * were called inactive; i = inactive; ? = inconclusive; · = not tested or not shown. Cut-off read from the data, not from the text of the source, unless noted: active = inhibition above about 30%; inconclusive = no clear call, values can overlap the other calls; inactive = below that.
Molecule | Anthrax LF prot | BoNT A protease | SARS 3CLpro inh | PriA SSB inh | PfHsp40 rescue | CCHF vOTU inh | DUSP3 inh | BH1578 lux ind | TcdB GH inh | Y pestis TopoI
COc1ccc(N(C(C)C(=O)Nc2cccnc2)S(C)(=O)=O)cc1 (configuration not stated) | 0 | -0.1 | -1 | 0 | -0.5 | -10 | 16 | 1.0 | 1.6 | 7
CCOC(=O)C1CCCN(C(=O)c2ccc3c(=O)n(Cc4ccccc4OC)c(=S)[nH]c3c2)C1 (configuration not stated) | 1 | 3.7 | 8 | -6 | -1.1 | 13 | 4 | -0.3 | 0.7 | 17
COCCNC(=O)c1cn(C(C)c2ccccc2F)nn1 (configuration not stated) | · | · | 2 | -9 | · | -7 | 0 | · | 0.8 | ·
CCOCCN1CCN(c2c3c(nc4cc(-c5ccc(F)cc5)nn24)CCC3)CC1 | 0 | 0.1 | 0 | -3 | 0.0 | -5 | 36 | i | · | -3
CC(C)CNC(=S)Nc1ccc(Oc2ccccc2)cc1 | -3 | 0.0 | 3 | 9 | 5.8 | -8 | 36 | -0.4 | -0.8 | 3
O=C(/C=C/c1ccc(O)c(O)c1)OC(Cc1ccc(O)c(O)c1)C(=O)O (configuration not stated) | -3 | -1.7 | -1 | 1 | 0.0 | 14 | 25 | -0.4 | 2.9 | -5
CC(C)c1ccc(O)c(NC(=O)c2ncn[nH]2)c1 | -3 | -1.1 | -3 | 13 | -0.1 | 6 | 38 | -0.3 | 0.0 | 0
CN(C(=O)COC(=O)c1cc([N+](=O)[O-])ccc1N1CCCC1)C1CCS(=O)(=O)C1 (configuration not stated) | -4 | -0.5 | -1 | -13 | 0.3 | -8 | 51* | -0.2 | -0.4 | -7
COCc1c(N)c(C)nc(Cl)c1C#N | 1 | 0.9 | 3 | -9 | 51* | -16 | 39 | -0.8 | 0.9 | 4
NC(=O)c1ccccc1NS(=O)(=O)c1ccccc1 | 3 | 1.9 | 1 | -10 | 1.5 | -1 | -8 | -0.4 | · | -3
CNc1cncc(-c2ccc(C)cc2)n1 | 3 | 0.0 | · | · | · | -265 | · | i | -8.6 | -3
CCCCN(CCCC)C(=O)c1cc2ccccc2c(=O)o1 | -1 | 0.8 | -1 | 12 | -0.1 | 13 | -11 | -0.3 | 0.5 | 1

# (more compounds)
Molecule | Anthrax LF prot | BoNT A protease | SARS 3CLpro inh | PriA SSB inh | PfHsp40 rescue | CCHF vOTU inh | DUSP3 inh | BH1578 lux ind | TcdB GH inh | Y pestis TopoI
O=C(CN1C(=O)C2CCCCC2C1=O)Nc1ccccc1C(=O)O (configuration not stated) | -1 | -0.8 | -1 | -11 | 2.6 | -6 | 34 | -0.2 | 0.7 | 3
CNC(=O)Nc1ccc(C(=O)N/N=C\C23CC[C@@H](O)CC2(O)CC[C@@H]2[C@@H]3CCC3(C)C(C4=CC(=O)OC4)CCC23O)cc1 (some centres not stated) | -2 | -1.2 | 0 | · | -0.8 | 0 | 4 | i | 1.3 | 2
COC(=O)CNC(=O)c1ccccc1C | 2 | 0.7 | 2 | -9 | -1.2 | 10 | -8 | -6.0 | · | 2
CCNC(=S)Nc1ccc(Cl)c(C(F)(F)F)c1 | 0 | 0.3 | -2 | -2 | -1.3 | -21 | 0 | -0.1 | · | -8
CCN(CC)S(=O)(=O)c1ccc(C)c(NC(=O)CSc2ncc(C(F)(F)F)cc2Cl)c1 | -1 | -0.1 | 3 | -5 | 0.3 | 17 | -13 | 0.3 | · | -8
NC1=Nc2ccccc2Oc2ccccc21 | -8 | ? | 0 | -14 | 0.9 | 2 | 14 | -2.0 | · | 3
Cc1nc(N2CCCCC2C)c2c(C)c(C(=O)Nc3cccc(C(F)(F)F)c3)sc2n1 (configuration not stated) | 1 | 0.2 | -2 | -11 | 2.2 | -11 | 1 | -0.2 | 1.5 | 20
Cc1ccc(N(CC(=O)NC2CCCCC2)S(=O)(=O)c2cccs2)cc1 | -2 | -0.5 | -1 | -5 | 0.1 | 25 | 1 | -0.4 | -0.6 | 8
COc1cc(C(=O)OCCc2cc3ccccc3c(=O)o2)cc(OC)c1OC | -4 | -0.8 | · | -16 | 0.5 | 7 | · | -0.4 | -0.7 | 20
Cn1c(SCC(=O)N2CCCC2)nc2c(c1=O)SCC2 | -1 | -0.4 | · | · | · | -8 | · | -0.5 | 0.5 | 0
CCOC(=O)c1nnn(-c2nonc2N)c1CSc1ccccn1 | 3 | -0.4 | -1 | -19 | -1.0 | 8 | 7 | -0.4 | · | -5
Cc1ccc(S(=O)(=O)NCCC(=O)OCC(=O)Nc2cccc(Cl)c2)cc1 | -3 | -0.3 | · | 0 | 0.5 | 0 | · | -0.4 | -0.3 | -3

# The results go on.
Molecule | Anthrax LF prot | BoNT A protease | SARS 3CLpro inh | PriA SSB inh | PfHsp40 rescue | CCHF vOTU inh | DUSP3 inh | BH1578 lux ind | TcdB GH inh | Y pestis TopoI
Brc1ccccc1OCCN1CCOCC1 | 2 | 0.9 | 2 | -13 | 0.9 | -4 | -12 | i | 0.9 | 11
COCC(C)n1c(SCC(=O)Nc2c(C)n(C)n(-c3ccccc3)c2=O)nc2ccccc2c1=O (configuration not stated) | -2 | -0.4 | · | -8 | 1.0 | 7 | · | -1.4 | -0.3 | -11
CCOc1ccccc1NC(=O)/C=C/c1ccccc1[N+](=O)[O-] | 0 | 0.5 | 0 | 0 | -0.1 | -3 | -1 | -0.3 | · | -8
Cc1ccc(Cl)cc1NS(=O)(=O)c1ccc2c(c1)NC(=O)C(C)C(=O)N2 (configuration not stated) | -1 | -0.8 | 0 | -10 | 0.9 | 20 | 9 | -0.3 | 1.6 | -1
CCn1c2ccccc2c2cc(CN3CCN(S(C)(=O)=O)CC3)ccc21 | 2 | 0.2 | 5 | 5 | -1.3 | -4 | 4 | -0.2 | · | 30
Cc1ccc(N2C(=O)[C@@H]3C(c4ccc(F)cc4)=NO[C@@H]3C2=O)cc1 | -1 | 0.0 | -2 | -6 | 0.3 | 10 | 9 | -0.4 | · | -5
COc1ccc(-c2cc(C(=O)Nc3ccc(O)cc3)c3ccccc3n2)cc1OC | -9 | -0.4 | -3 | 16 | 1.1 | 2 | 4 | -0.3 | 2.1 | -7
CCCN1Cc2cccc(C(=O)NCCCOC(C)C)c2C1=O | -1 | 0.4 | 1 | -2 | -1.3 | 23 | 7 | -0.2 | · | 0
COc1ccc(C2CC(=O)c3cc(OC)ccc3O2)cc1 (configuration not stated) | -4 | -0.4 | · | -4 | 0.5 | -8 | · | i | 0.9 | 3
O=C(Nc1ccc(F)cc1)Nc1nnc([C@@H]2C[C@H](O)[C@@H](CO)O2)s1 | -4 | -0.2 | · | · | · | -6 | · | i | -0.1 | -1
CCOC(=O)c1sc(NC(=O)C2CC(=O)N(c3ccc4c(c3)OCCO4)C2)nc1C (configuration not stated) | -1 | 0.1 | · | -5 | 4.0 | 12 | · | -0.3 | 2.1 | 15
COC(=O)c1ccccc1NC(=O)CCS(=O)(=O)c1ccc(Br)s1 | 0 | -0.3 | 7 | -3 | 2.2 | -10 | 19 | 2.9 | · | -6

# Entries of single compounds, quoted from the list. Screens in order: Anthrax LF prot | BoNT A protease | SARS 3CLpro inh | PriA SSB inh | PfHsp40 rescue | CCHF vOTU inh | DUSP3 inh | BH1578 lux ind | TcdB GH inh | Y pestis TopoI
# COCC(C)n1c(SCC(=O)Nc2c(C)n(C)n(-c3ccccc3)c2=O)nc2ccccc2c1=O (configuration not stated) in the list: -2 | -0.4 | · | -8 | 1.0 | 7 | · | -1.4 | -0.3 | -11
# Cc1ccc(N2C(=O)[C@@H]3C(c4ccc(F)cc4)=NO[C@@H]3C2=O)cc1 in the list: -1 | 0.0 | -2 | -6 | 0.3 | 10 | 9 | -0.4 | · | -5
# COC(=O)c1ccccc1NC(=O)CCS(=O)(=O)c1ccc(Br)s1 in the list: 0 | -0.3 | 7 | -3 | 2.2 | -10 | 19 | 2.9 | · | -6

# The listing continues:
Molecule | Anthrax LF prot | BoNT A protease | SARS 3CLpro inh | PriA SSB inh | PfHsp40 rescue | CCHF vOTU inh | DUSP3 inh | BH1578 lux ind | TcdB GH inh | Y pestis TopoI
COc1ccc(CN(C)C(=O)Cc2ccc(S(=O)(=O)N3CCOCC3)s2)cc1OC | -5 | -1.9 | · | 6 | 0.9 | 10 | · | 2.0 | -2.0 | 1
Cn1c(SCC(=O)N(Cc2ccccc2)C(C)(C)C)nc2ccccc21 | -2 | -0.1 | -1 | 5 | -0.7 | · | -6 | -0.2 | 0.6 | 39
CC1=CC(C)(C)NC(=O)N1c1ccc(C)cc1 | -10 | -0.6 | -8 | -2 | -2.5 | -5 | 18 | -0.3 | 1.6 | -2
O=C(Nc1ccc(C(=O)O)cc1)/C(=C/c1cccc(Br)c1)NC(=O)c1ccco1 | 2 | -0.5 | 6 | -12 | -0.7 | 6 | -3 | -0.5 | 0.9 | 4
CC1(Cc2ccc(F)cc2)C(=O)Nc2c(Cl)ccc(Cl)c21 (configuration not stated) | -1 | -0.4 | · | · | · | 12 | · | i | 2.8 | 10
COc1ccc(N2CCN(C(=O)CSc3ccccc3N)CC2)cc1 | -4 | 1.6 | 1 | 18 | -0.2 | 7 | -4 | i | 0.8 | -6
CCn1c2c(c(C)cc1=O)C(=O)CC(C)(C)C2 | 0 | -0.8 | 5 | -2 | 0.1 | -17 | -5 | -0.2 | · | 3
Cc1ccc(C(c2c(C)[nH][nH]c2=O)c2c(C)[nH][nH]c2=O)cc1 | 11 | -3.6 | 3 | 7 | -0.7 | -5 | -2 | i | -2.2 | 1
CCc1ccccc1OCC(=O)NCC1COc2ccccc2O1 (configuration not stated) | -9 | -0.3 | · | -3 | 2.4 | 0 | · | -5.9 | 0.9 | 30
COc1cc(CNn2cnnc2)ccc1OCC(=O)NC1CCCCC1 | -4 | -2.0 | 0 | -13 | -0.2 | -2 | 47 | i | · | 6
Cn1nc(C(F)(F)F)c(/C=N/OC(=O)c2ccccc2)c1SCc1ccccc1Cl | -4 | 0.0 | -2 | · | 1.7 | -8 | -8 | -0.7 | · | 1
COc1ccccc1C=NNC(=O)c1ccncc1 | -10 | -0.3 | · | 0 | -0.5 | -3 | · | -2.0 | 0.8 | 3

# Structural class, those above with a COOH group (3)
Molecule | Anthrax LF prot | BoNT A protease | SARS 3CLpro inh | PriA SSB inh | PfHsp40 rescue | CCHF vOTU inh | DUSP3 inh | BH1578 lux ind | TcdB GH inh | Y pestis TopoI
O=C(/C=C/c1ccc(O)c(O)c1)OC(Cc1ccc(O)c(O)c1)C(=O)O (configuration not stated) | -3 | -1.7 | -1 | 1 | 0.0 | 14 | 25 | -0.4 | 2.9 | -5
O=C(CN1C(=O)C2CCCCC2C1=O)Nc1ccccc1C(=O)O (configuration not stated) | -1 | -0.8 | -1 | -11 | 2.6 | -6 | 34 | -0.2 | 0.7 | 3
O=C(Nc1ccc(C(=O)O)cc1)/C(=C/c1cccc(Br)c1)NC(=O)c1ccco1 | 2 | -0.5 | 6 | -12 | -0.7 | 6 | -3 | -0.5 | 0.9 | 4

# (listing goes on)
Molecule | Anthrax LF prot | BoNT A protease | SARS 3CLpro inh | PriA SSB inh | PfHsp40 rescue | CCHF vOTU inh | DUSP3 inh | BH1578 lux ind | TcdB GH inh | Y pestis TopoI
COc1cc(Cl)ccc1OCc1cc(C(=O)NC(C)Cc2cccnc2)no1 (configuration not stated) | · | · | 3 | 1 | -0.7 | 7 | 30 | i | 3.1 | 14
O=C(Nc1ccc2c(c1)OCO2)C(c1ccc(Cl)cc1)N1CCC2(CC1)OCCO2 (configuration not stated) | -5 | 0.3 | 2 | 1 | 1.6 | 11 | 4 | i | · | -1
C/C(CC(=O)NCc1ccc(Cl)cc1)=N\NC(=O)Cc1ccccc1 | -1 | 0.1 | 3 | · | -0.1 | 1 | 4 | -0.3 | · | 0
CC(CC(=O)Nc1nc2ccccc2[nH]1)n1ccnc1 (configuration not stated) | 0 | -0.4 | 1 | -8 | 1.0 | -3 | 2 | i | -2.7 | 4

# Some of the compounds tested; rates above refer to the full screens.
